High-throughput results (PubChem BioAssay)
Rat MKP-3 inhibitors: MKP-3 phosphatase inhibitors, primary screen, biochemical, rat enzyme, in vitro (AID 425). Dual specificity protein phosphatase 6 (Rattus norvegicus). recombinant MKP-3 phosphatase activity, fluorescence; higher % means a stronger effect. inhibition, % at 20 µM; hits with a dose series show IC50 in µM. 110,000 tested, 0.17% active; in the data active means inhibition above about 50%;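 further: plate controls were vehicle for no effect and reference inhibitor for full effect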
Hsp70 displacement: Hsp70 inhibitors, probe displacement, primary screen, biochemical, fluorescence polarization (AID 583) | 140,000 tested, 0.06% active | Hsp70 fluorescence polarization probe displacement, mP; higher % means a stronger effect | Heat shock 70 kDa protein 1A (Homo sapiens) | one-dose displacement, % at 20 µM; IC50 in µM for titrated hits; in the data active means displacement above about 50%;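 further: plate controls were vehicle for no effect and reference ligand for full effect; a part of the inactive calls stands beside numbers as strong as those of hits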
The depositor's hits bear a star; · = not tested or not shown; & = joins results of further samples. Not all compounds are listed; rates above refer to the full screens.

SMILES	Rat MKP-3 inhibitors	Hsp70 displacement
Cc1nnc(SC(C)C(=O)Nc2ncc(Cl)cc2Cl)n1Cc1ccccc1 (stereo not given)	·	-0.8%
Cc1cc(=O)oc(C)c1C(=O)Nc1ccc(Cl)cn1	·	-0.5%
CCOc1ccccc1N1C(=O)c2cccnc2C1=O	-7%	1.8%
COc1cc2cc(CN(CCO)C(=O)c3cccs3)c(=O)[nH]c2cc1OC	·	-0.2%
COC(=O)C1OC2(OC1C(=O)OC)c1ccccc1-c1ccccc12 (stereo not given)	0%	-0.4%
Cc1onc(-c2ccccc2Cl)c1C(=O)Nc1ccccc1C(=O)O	3%	-5.6%
COc1ccc(N2C(=O)NC(=O)/C(=C\c3ccc(OCC(=O)O)c(Br)c3)C2=O)cc1	4%	2.1%
Cc1nn(C(=O)C2CC2)c(C)c1Sc1ccccc1	0%	1.0%
COc1ccc(-n2c(=O)c3c4c(sc3n3c(SC)nnc23)COC(C)(C)C4)cc1	2%	0.3%
O=C(C1c2ccccc2Oc2ccccc21)N1CCN(c2cccc(Cl)c2)CC1	0%	4.3%
CCOc1ccc(Cc2c(O)nc(N)[nH]c2=O)cc1	-8%	0.3%
CCC(OC(=O)c1nsc(Cl)c1Cl)C(=O)NCc1cccs1 (stereo not given)	·	3.7%

A different layout for 4 compounds above:
Cc1cc(=O)oc(C)c1C(=O)Nc1ccc(Cl)cn1
  Rat MKP-3 inhibitors = ·
  Hsp70 displacement = -0.5%

CCC(OC(=O)c1nsc(Cl)c1Cl)C(=O)NCc1cccs1 (stereo not given)
  Rat MKP-3 inhibitors = ·
  Hsp70 displacement = 3.7%

CCOc1ccccc1N1C(=O)c2cccnc2C1=O
  Rat MKP-3 inhibitors = -7%
  Hsp70 displacement = 1.8%

COc1cc2cc(CN(CCO)C(=O)c3cccs3)c(=O)[nH]c2cc1OC
  Rat MKP-3 inhibitors = ·
  Hsp70 displacement = -0.2%

The list continues:
SMILES	Rat MKP-3 inhibitors	Hsp70 displacement
COc1cc(NC(=O)C2CCCCC2)c(OC)cc1NC(=O)CCC(=O)NCc1ccco1	0%	10%
CCCNC(=O)Cn1cnc2sc(C(=O)N3CCN(CCC)CC3)c(C)c2c1=O	2%	-6.0%
CC1(CCC#N)N=C(SCCC#N)N(c2ccccc2)C1=O (stereo not given)	1%	1.8%
C=C(C)Cn1c(CNC(C)=O)nc2ccccc21	8%	-1.0%
Clc1cccc(/C=N/Nc2cc(N3CCOCC3)ncn2)c1	4%	0.4%
CC(C)N(C(=O)CSc1nnnn1C1CCCC1)C(C)C	-9%	8.0%
O=C(NNc1ccccc1)c1ccccc1	4%	-3.0%
O=C(c1ccccc1SCc1ccccc1)N1CCOCC1	1%	4.2%
CCOc1ccc2c(c1)-c1c(ssc1=S)C(C)(C)N2C(=O)CSc1nnc(N)s1	4%	7.5%
Fc1ccc(NC(=S)NCc2cccnc2)cc1	2%	3.2%
CCN(CC)c1ncccc1C(=O)NCc1cccs1	-2%	6.7%
Cc1ccccc1-c1nc(CN2CCC(C(=O)N3CCN(c4ccccn4)CC3)CC2)c(C)o1	-7%	0.2%

Not a retest: two of the compounds above.
SMILES	Rat MKP-3 inhibitors	Hsp70 displacement
CCN(CC)c1ncccc1C(=O)NCc1cccs1	-2%	6.7%
Cc1ccccc1-c1nc(CN2CCC(C(=O)N3CCN(c4ccccn4)CC3)CC2)c(C)o1	-7%	0.2%

Structural class: the entries above with an NH in an aromatic ring.
SMILES	Rat MKP-3 inhibitors	Hsp70 displacement
COc1cc2cc(CN(CCO)C(=O)c3cccs3)c(=O)[nH]c2cc1OC	·	-0.2%
CCOc1ccc(Cc2c(O)nc(N)[nH]c2=O)cc1	-8%	0.3%

Next section.
SMILES	Rat MKP-3 inhibitors	Hsp70 displacement
COc1ccccc1NC(=O)C1CC(=O)OC1c1ccccc1 (stereo not given)	-6%	-1.0%
COc1ccc(C2/C(=C(/O)c3ccc(C)cc3)C(=O)C(=O)N2CCCn2ccnc2)cc1 (stereo not given)	-3%	3.1%
COc1ccc(OC)c(/C=C(/C#N)C(=O)Nc2ccc(Cl)cc2)c1	5%	0.7%
CCOC(=O)CSc1nc(N)c(C#N)c(-c2ccc(O)cc2)c1C#N	2%	2.1%
CC(=O)N1CCN(CC(=O)Nc2c(Cl)cc(Cl)cc2Cl)CC1	-2%	-4.9%
COc1ccc(Br)cc1C(=O)NCc1cccnc1	-10%	5.7%
Cc1ccc(CCC(=O)Nc2ccc(Br)cc2)o1	-3%	3.0%
Cc1cc(C)nc(SCC(=O)OCC(=O)Nc2nnc(C)s2)n1	0%	3.1%
COc1ccc(NC(=O)CCC(=O)NCCO)cc1	5%	5.2%
COC(=O)C1=C(C(=O)OC)C2C=CC1C1C=CC21 (stereo not given)	0%	-2.0%
CCC1CCCCN1CCn1c(=S)[nH]c2cc(OC)c(OC)cc2c1=O (stereo not given)	4%	7.4%
O=C(CSc1nc(-c2ccccc2)cc(C(F)(F)F)n1)N1CCOCC1	·	-1.5%
Cc1ccc2c(c1)N(CC(=O)NC1CCC(C)CC1)C(=O)CO2 (stereo not given)	1%	-3.7%
Cc1cc(Nc2ccc(C)c(Cl)c2)n2ncnc2n1	0%	0.3%
CC(=O)Nc1c(O)nc(SCC(=O)Nc2nnc(CC(C)C)s2)[nH]c1=O	0%	6.8%
CCOC(=O)C1CCN(C2CC(=O)N(c3cccc(Br)c3)C2=O)CC1 (stereo not given)	0%	5.9%
O=C(Nc1nc(=S)ss1)c1ccc(Cl)cc1Cl	·	4.1%
Cc1ccc(NC(=O)c2cccc(OCc3c(C)noc3C)c2)cc1	·	1.5%
C/C(=C1/C(=O)N(c2nc3ccccc3s2)N=C1C(F)(F)F)N1CCC2CCCN2C1 (stereo not given)	3%	-0.9%
CCOC(=O)C1CCN(Cc2cccc(OC)c2)CC1	·	-1.8%
COc1cccc(CN2C(=O)C3(C(C#N)=C(N)OC4=C3C(=O)CCC4)c3ccccc32)c1 (stereo not given)	0%	-2.2%
CN1C(=O)NC(c2ccc(O)cc2)C(C(=O)c2cccs2)C1(O)C(F)(F)F (stereo not given)	5%	6.7%
CCN1CCN(C(=O)c2cnn3c(C(F)F)cc(-c4ccc(C)cc4)nc23)CC1	-7%	0.8%
CC1CCC(NS(=O)(=O)c2ccc3c(c2)n(C)c(=O)c(=O)n3C)CC1 (stereo not given)	-2%	-2.0%
COc1cc(NC(=O)c2c(F)cccc2F)nc(OC)n1	10%	·
Clc1ccc(OCc2cn3cccnc3n2)c2ncccc12	-10%	2.4%
O=C(Nc1cccc(C(=O)N2CCOCC2)c1)c1cccnc1	-9%	3.0%
CCCC(c1nnnn1CCc1ccccc1)N1CCN(C2CCCC2)CC1 (stereo not given)	3%	0.6%
CC(C)(C)n1cnc2cc(NS(=O)(=O)c3ccc(Br)cc3)ccc21	-6%	-0.8%
CCn1c(=O)cc(OCC(=O)Nc2cc(C)ccn2)c2ccccc21	-1%	1.9%
Cc1ccc2c(c1)CCCN2C(=O)C1CCCO1 (stereo not given)	-6%	-2.8%
CN1CCc2c(sc3c2C(=O)NC(c2cccc(OC(=O)c4cccs4)c2)N3)C1 (stereo not given)	3%	·
O=C1CCC(=O)N1c1cccc(-c2nc3ccccc3o2)c1	-3%&4%	4.3%&-3.7%
COC(=O)CSC1=C(C#N)C(=O)NC(c2ccccc2)S1 (stereo not given)	·	5.1%
CCOc1ccc(S(=O)(=O)N(CC(=O)OC)c2ccc(C)cc2)cc1	1%	2.2%
COc1ccc(C(=O)c2coc3ccc(O)c(CN4CCOCC4)c23)cc1	-2%	-1.2%
c1ccc(Oc2cccc(OCCCn3cncn3)c2)cc1	-4%	6.1%
COC(=O)Cn1c(=O)c2c(nc3n2CC(C)CN3c2ccc(C)c(C)c2)n(C)c1=O (stereo not given)	0%	-3.5%
COc1ccc(C(=O)n2nc(C)c(Sc3ccccc3)c2C)cc1	0%	5.5%
CCOC(=O)c1cnn(-c2ncnc3c2oc2ccccc23)c1N	-11%	-0.8%
COc1ccc(S(=O)(=O)N2CCN(C(=O)c3ccco3)CC2)cc1	4%	4.8%
COc1ccc2ccccc2c1C(O)c1nccn1C (stereo not given)	-6%	-2.5%
CCOc1cc(OCC)cc(C(=O)Nc2ccc(F)c([N+](=O)[O-])c2)c1	-4%	4.3%
COC(=O)CN(c1cc(OC)ccc1OC)S(=O)(=O)c1ccccc1	0%	3.8%
CC(=O)Nc1cccc(NC(=O)c2cc3ccccc3o2)c1	-13%	-2.0%
CCCC(C(=O)N1CCOCC1)N1C(=O)C2C3C=CC(C3)C2C1=O (stereo not given)	1%	4.1%
c1ccc(Oc2cccc(CN3CCCCC3)c2)cc1	·	-6.3%
Cc1ccc(-c2cc(NC(=O)c3ccncc3)n[nH]2)cc1	-5%	3.5%

Exported with bars between the fields: part of the list above.
SMILES | Rat MKP-3 inhibitors | Hsp70 displacement
CCCC(C(=O)N1CCOCC1)N1C(=O)C2C3C=CC(C3)C2C1=O (stereo not given) | 1% | 4.1%
c1ccc(Oc2cccc(CN3CCCCC3)c2)cc1 | · | -6.3%
Cc1ccc(-c2cc(NC(=O)c3ccncc3)n[nH]2)cc1 | -5% | 3.5%

(next part)
SMILES	Rat MKP-3 inhibitors	Hsp70 displacement
CCOc1ccc2nc(NCCCNS(=O)(=O)c3ccc(C)cc3)c(C#N)cc2c1	·	-1.9%
O=c1/c(=C/c2cc(Br)ccc2O)sc2nc3ccccc3n12	0%	-1.2%
CCC(=O)Nc1nc2ccccc2n1CCCN(C)C	1%	-2.9%
O=C(Nc1nc(-c2ccc3ccccc3c2)cs1)c1ccncc1	1%	-1.6%
Cc1onc(-c2ccccc2Cl)c1C(=O)Nc1ccc(-c2cn3cccnc3n2)cc1	6%	4.9%
CCOCCCN1C(=O)CN(C2CCCCCC2)C(=O)C1c1ccc(OC)cc1 (stereo not given)	-9%	1.3%
CC(NS(=O)(=O)c1ccccc1)C(=O)Nc1nccs1 (stereo not given)	-5%	3.8%
Cn1c(SCC(=O)NC2CCCCC2)nnc1-c1cc2ccccc2o1	·	3.5%
CC(C)N(CCNC(=O)C1CCC(=O)N1Cc1ccc(F)cc1)Cc1ccccc1 (stereo not given)	·	-4.4%
COCCN1C(=O)C(=O)/C(=C(/O)c2ccccc2)C1c1ccccc1 (stereo not given)	4%	-2.7%
OC(COc1ccccc1Cl)CN1CCN(CC(O)COc2ccccc2Cl)CC1 (stereo not given)	-5%&4%	-0.4%&3.3%
O=[N+]([O-])c1ccc(S(=O)(=O)Nc2ccc(Nc3ccccc3)cc2)cc1	4%	0.6%
COc1ccccc1NC(=O)C(CC=C(Cl)Cl)C(C)=O (stereo not given)	·	8.4%
CCS(=O)(=O)N1CCCC(C(=O)NCCc2ccc(OC)c(OC)c2)C1 (stereo not given)	0%	0.6%
COc1ccc(-c2nc3n(c(=O)c2C#N)CCCS3)cc1	2%	·
CCN(CC)S(=O)(=O)c1cccc(C(=O)NC(C(=O)NC2=NCCS2)C(C)C)c1 (stereo not given)	-4%	-4.4%
CCc1ccc(N(C(C)=O)C2C=CS(=O)(=O)C2)cc1 (stereo not given)	-2%	-4.6%
Cc1nc2c(=O)n(C)c(=O)[nH]c2n1Cc1ccccc1	3%	-2.9%
O=C(N/C(=N\O)c1ccccc1)Nc1ccc(Cl)cc1	-11%	2.9%
COC(=O)[C@H](Cc1ccccc1)NC(=O)N1CCCCC1C (stereo not given in full)	-9%	-1.6%
CCN(CC)S(=O)(=O)c1ccc(NC(=O)CN(c2cccc(C)c2)S(C)(=O)=O)cc1	·	-3.6%
COc1cc(/C=N/n2cnnc2)cc(Br)c1OCCOc1ccc(C(C)(C)C)cc1	3%	0.0%
Cc1cc(N=Cc2cc(Br)ccc2O)no1	-4%	8.7%
O=C(O)Cn1nnn(-c2ccccc2)c1=S	-2%	5.0%
CC(C)C(NC(=O)C1CCCCC1)C(=O)NC1CCN(Cc2ccccc2)CC1 (stereo not given)	2%	2.5%
Cc1ccccc1NC(=O)Cn1nnc(-c2ccc(N3CCOCC3)cc2)n1	-12%	4.6%
Cc1cc(C)c(C(=O)CSC2=NC(N)=C(C#N)C3(CCCCC3)C2C(N)=O)cc1C (stereo not given)	·	1.2%
Cc1c(NC(=O)CN2CCCc3ccccc32)c(=O)n(-c2ccccc2)n1C	-5%	-2.0%
COc1ccc(-n2c(SCC(=O)N3CCCCC3)nc(O)cc2=O)cc1	-16%	4.7%
Cc1ccccc1C(=O)Nc1nc2n(n1)C(c1ccccc1)CC(=O)N2 (stereo not given)	·	-2.3%
CCc1nnc(NC(=O)CSc2nnc(COc3ccccc3)n2-c2ccc(C)cc2)s1	7%	3.5%
CC(COc1ccccc1)N(CCCl)Cc1ccccc1 (stereo not given)	-8%	1.1%
CC(C)CNC(=O)COC(=O)c1cncc(Br)c1	·	-0.8%
COc1ccc(-n2cnc3cc(Nc4nnc(C)c5ccccc45)ccc32)cc1	0%	4.2%
Cc1cccn2c(=O)c3cc(C#N)c(=NC(=O)c4cccnc4)n(CC4CCCO4)c3nc12 (stereo not given)	-12%	9.7%
CCn1nccc1C(=O)Nc1cc(Cl)cc(Cl)c1	·	2.3%
O=C(Nc1ccc2c(c1)OCO2)c1nn2c(c1Cl)NC(c1cccs1)CC2C(F)(F)F (stereo not given)	-2%	-2.4%
COc1ccc(N(CC(=O)N2CCN(C)CC2)S(C)(=O)=O)cc1OC	1%	-2.0%
